Bioassay records (PubChem)
Gli-Sufu antag – antagonists of Gli-Sufu signaling; inhibition, % at 5 µM; 340,000 tested, 0.74% active; Sufu-KO-LIGHT fibroblasts, Gli luciferase reporter luminescence;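 active = inhibition above about 55%, limit read from the data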;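 also: 0% = DMSO-treated cells and 100% = wells with medium but no cells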
SENP7 inh – blocks the human protease SENP7; recombinant SENP7, Z-RLRGG-aminoluciferin luminescence, 40 min; inhibition, % at 5 µM; 330,000 tested, 1.5% active; AID 434973;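 active = inhibition above about 50% at the single test dose, limit read from the data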;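 also: plate controls were DMSO with enzyme for no effect and no enzyme buffer wells for full effect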
Target sequence (Q9BQF6 706-1050 limits assumed): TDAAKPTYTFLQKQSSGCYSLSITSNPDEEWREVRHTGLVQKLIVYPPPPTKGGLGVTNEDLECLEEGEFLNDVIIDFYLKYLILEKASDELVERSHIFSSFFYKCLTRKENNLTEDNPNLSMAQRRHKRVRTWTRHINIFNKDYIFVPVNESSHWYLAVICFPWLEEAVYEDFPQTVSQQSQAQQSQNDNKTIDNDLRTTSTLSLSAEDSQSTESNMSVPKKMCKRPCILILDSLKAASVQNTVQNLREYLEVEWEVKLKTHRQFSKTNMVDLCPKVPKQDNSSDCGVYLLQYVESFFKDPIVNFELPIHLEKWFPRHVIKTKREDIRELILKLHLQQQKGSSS
Jurkat NFkB inh – lowers PMA/ionomycin-induced NF-kB signal in Jurkat cells; 330,000 tested, 0.53% active; PMA/ionomycin-induced NF-kB luciferase reporter, luminescence; AID 435003; inhibition, % at 4 µM
SENP8 block – SENP8 protease inhibition | AID 2540 | purified SENP8, Z-RLRGG-aminoluciferin cleavage, luminescence | inhibition, % at 10 µM | Q96LD8 | 330,000 tested, 1.2% active
Target sequence (Q96LD8 whole entry, looked up): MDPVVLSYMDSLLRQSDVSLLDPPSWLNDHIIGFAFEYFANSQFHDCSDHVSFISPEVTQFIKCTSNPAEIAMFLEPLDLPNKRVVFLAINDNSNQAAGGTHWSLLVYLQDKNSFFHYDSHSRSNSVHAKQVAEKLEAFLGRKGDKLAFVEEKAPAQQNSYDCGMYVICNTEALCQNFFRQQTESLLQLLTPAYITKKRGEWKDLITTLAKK
HKDC1 inhibitor – HKDC1 (human) hexokinase inhibition | Q2TB90 | inhibition, % at 20 µM | 340,000 tested, 0.16% active | recombinant HKDC1, G6PDH/diaphorase resazurin coupled fluorescence;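 active = inhibition above about 35% when tested at 20 µM, limit read from the data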;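 also: plate controls were DMSO wells with enzyme for no effect and DMSO wells lacking enzyme for full effect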
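test system = in-house recombinant HK5 (HKDC1) enzyme | amount = HKDC1 at 5 µg/mL | control set = DMSO-enzyme wells negative, buffer-substituted wells positive | compound = one dose of 20 µM, 1% DMSO | schedule = reaction time 90 min, room temperature, protected from light | technique = resorufin fluorescence at 613 nm | reagent = glucose with 1 mM ATP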
Apaf-1 inh – inhibitors of human Apaf-1 apoptosome; reconstituted apoptosome caspase-3 activity, DEVD-Rh110 fluorescence; inhibition, % at 20 µM; O14727; 330,000 tested, 0.71% active; AID 489030; active = inhibition of at least 40% at 20 µM;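 also: plate controls were DMSO wells for no effect and DEVD-CHO caspase inhibitor wells for full effect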
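Material: reconstituted apoptosome with Apaf-1, cytochrome c, caspase-9, procaspase-3, dATP; medium: pH 7.5 Hepes buffer with CHAPS, BSA, DTT; also added: cytochrome c and DEVD-Rh110 substrate; timing: 30 min plus 50 min, RT; signal: Rh110 fluorescence intensity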
697 NFkB inh – lowers PMA/ionomycin-induced NF-kB signal in 697 B cells. 697 B-cell NF-kB luciferase reporter, 16 h. inhibition, % at 4 µM. 330,000 tested, 0.33% active. AID 435022; in the data active = inhibition above about 35%
UBC13 polyUb – inhibitors of human UBC13 polyubiquitin chain formation; P61088; TR-FRET; inhibition, % at 20 µM; 330,000 tested, 0.47% active; AID 485273; in the data active = inhibition above about 45%, passing the limit was not always enough
Target sequence (P61088 whole entry, looked up): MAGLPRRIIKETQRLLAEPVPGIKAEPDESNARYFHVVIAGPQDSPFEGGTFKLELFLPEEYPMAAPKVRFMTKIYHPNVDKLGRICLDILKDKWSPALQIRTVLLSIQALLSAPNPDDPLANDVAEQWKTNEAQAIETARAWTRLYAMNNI
* hit, by the source's call; & = joins results of further samples. Rule as the data show it, unless noted: active = inhibition above about 50%; inactive = the rest.

1: O=C1C=C(N2CCN(C(=O)c3ccccc3)CC2)C2(CCCCC2)O1
2: Fc1ccc(NC(=S)N2CCN(c3ncccn3)CC2)cc1
3: Cc1nnc(Nc2ccc(O)cc2)[nH]c1=O
4: CCN(CC)c1ccc(C(=O)OCC(=O)Nc2ccccc2-c2ccccc2)cc1
5: COc1cc(/C=N/NC(=O)CNC(=O)c2ccc3c(c2)OCCO3)ccc1O
6: Cc1ccc(S(=O)(=O)CC(=O)Nc2ccc3nc(C)sc3c2)cc1
7: COc1cc(OC)cc(C(=O)NCC(=O)N2CCCCCCC2)c1
8: Cc1ccc(NC(=S)N/C(=N/S(=O)(=O)c2ccccc2)c2ccccc2)cc1
Assay by compound,1,2,3,4,5,6,7,8
Gli-Sufu antag,-8,-1,-3,27,4,-4,2,-32&-33
SENP7 inh,-4,11,6,-1,9,-1,-2,1
Jurkat NFkB inh,-3,-12,12,8,14,-2,-4,-54
SENP8 block,-7,5,2,-4,7,2,-3,4
HKDC1 inhibitor,-4,-8,-7,-4,-9,0,-4,0&-3
Apaf-1 inh,6,0,-9,6,-5,-2,-1,2
697 NFkB inh,19,-8,19,-20,8,19,8,-57
UBC13 polyUb,-4,-2,-4,14,-4,5,0,-2

9: CCn1c(SCC(N)=O)nnc1-c1ccc2c(c1)OCO2
10: CCN1CCN(Cc2nc3c(c(=O)n(C)c(=O)n3C)n2CC(=O)c2ccccc2)CC1
11: CCN1C/C(=C/c2cccs2)c2nc3ccccc3c(C(=O)O)c2C1
12: O=C1C2C3C=CC(C2C(=O)N1C1CCCCC1)C1C2C(=O)N(C4CCCCC4)C(=O)C2C31 (configuration not stated)
13: CC(C)c1ccc(C(O)Cc2nc3ccccc3n2C)cc1 (configuration not stated)
14: CCOC(=O)c1cnn(CCOC(=O)c2ccccc2)c1NC(=O)c1ccccc1
15: CC1=C(C(=O)Nc2ccccc2)C(c2ccccc2[N+](=O)[O-])NC(=O)N1 (configuration not stated)
16: Cc1ccc(OCC(=O)NS(=O)(=O)c2ccc(Cl)cc2)cc1
Assay by compound,9,10,11,12,13,14,15,16
Gli-Sufu antag,3,6,4,13,-3,3,-3,0
SENP7 inh,11,3,-6,-7,0,-6,-2,1
Jurkat NFkB inh,8,3,-12,14,-43,0,-48,13
SENP8 block,0,2,-3,-2,3,-5,-4,4
HKDC1 inhibitor,-4,4,2,-38,-4,-4,-6,7
Apaf-1 inh,-14,-1,-9,4,-17,-8,-1,-3
697 NFkB inh,1,1,30,-19,-74,-11,-83,15
UBC13 polyUb,4,1,4,13,2,7,-10,-11

17: COC(=O)c1ccc(/C=N/NC(=O)c2ccc3nc[nH]c3c2)cc1
18: Cc1ccccc1CS(=O)(=O)c1ccc(C(=O)N2CCOCC2)cc1[N+](=O)[O-]
19: CC(C)NC(=O)C1CCN(C2CCN(C(=O)c3cc4c(s3)CCCCC4)CC2)CC1
20: COCCOC(=O)c1c(C)oc2ccc(O)c(CN3CCC(C)CC3)c12
21: COc1ccc(CCNC(=O)c2nnn(-c3cccc(C)c3)c2N)cc1OC
22: Cc1c(NC(=O)Nc2ccccc2C(F)(F)F)c(=O)n(-c2ccccc2)n1C
23: O=C(N/N=C/c1coc2ccccc2c1=O)c1ccc(Cl)cc1
24: COc1ccccc1S(=O)(=O)CC(O)COc1ccc(C#N)cc1 (configuration not stated)
Assay by compound,17,18,19,20,21,22,23,24
Gli-Sufu antag,6,5,26,3,7,5,-3,-4
SENP7 inh,-19,3,5,-5,-1,-1,-3,-6
Jurkat NFkB inh,8,17,10,25,-2,-9,-8,-8
SENP8 block,-18,3,1,0,-6,-7,1,-8
HKDC1 inhibitor,-1,8,-10,-6,12,-5,-3,-16
Apaf-1 inh,4,-6,8,-1,-6,2,5,-3
697 NFkB inh,9,28,1,1,2,-8,-54,10
UBC13 polyUb,-6,5,1,-2,-1,-4,7,-10

25: CCOC(=O)c1c(C)[nH]c(C(=O)CSc2ccccc2)c1C
26: CCOC(=O)N1CCC(Nc2c(NCCN3CCN(c4ccccc4F)CC3)c(=O)c2=O)CC1
27: N#C/C(=C\c1ccc(-c2ccccc2)o1)C(=O)Nn1cnnc1
28: CC(C)(C)OC(=O)NCCc1nnc(S(=O)(=O)Cc2ccc(Cl)cc2Cl)o1
29: CC(=O)c1cccc(NC(=O)C2CC(c3ccc(F)cc3)=NO2)c1 (configuration not stated)
30: O=C(CSc1ccc(-c2ccccc2)nn1)N1CCN(c2ccccc2)CC1
31: CCN1C(=O)c2cccc3c(S(=O)(=O)Nc4ccc(O)c(C(=O)O)c4)ccc1c23
32: CCOCCCNC(=O)c1c[nH]c2c(CC)cccc2c1=O
Assay by compound,25,26,27,28,29,30,31,32
Gli-Sufu antag,8,10&-1,4,7,-1,1,0,-6
SENP7 inh,-2,5,-7,2,-6,2,0,7
Jurkat NFkB inh,-202,6,5,23,1,-11,9,-3
SENP8 block,-19,6,0,3,-4,0,-1,-2
HKDC1 inhibitor,3,-6&0,-1,7,0,-5,14,0
Apaf-1 inh,17,4,5,-11,6,-2,-5,-1
697 NFkB inh,-330,-6,-27,4,0,11,19,12
UBC13 polyUb,4,-8,-6,-10,-1,4,-4,-4

33: O=C(CCCOc1ccc(Cl)cc1Cl)Nc1ccccc1C(=O)O
34: COc1cccc(CNC(=O)CCC2CCCN(C(=O)c3ccc(F)c(Cl)c3)C2)c1 (configuration not stated)
35: CC(=O)N1N=C(c2ccc(Cl)cc2)OC1(C)C
36: CCN(CC)S(=O)(=O)c1ccc(NC(=O)COC(=O)c2cnc(C)cn2)cc1
37: C/C(=N\NC(=O)C(N)=O)c1ccc(OC(F)F)cc1
38: Cc1nc2c(cnn2-c2ccccc2)c(=O)n1/N=C/c1ccccc1
39: CCC(=O)c1ccc(OCC(=O)N(CC)CC(=O)Nc2ccccc2OC)cc1
40: CCN(CC(=O)Nc1ccc(NC(C)=O)cc1)C(=O)c1ccc(N2CCC(C)CC2)c([N+](=O)[O-])c1
Assay by compound,33,34,35,36,37,38,39,40
Gli-Sufu antag,-36,1,20,0,-17,-4,-2,-2
SENP7 inh,0,-10,1,0,11,5,6,-1
Jurkat NFkB inh,-55,-14,6,-5,-13,4,-4,-1
SENP8 block,71*,-12,-5,-10,-5,1,-6,-5
HKDC1 inhibitor,-2,4,-1,-13,-3,-5,-5,-3
Apaf-1 inh,5,12,-5,-4,0,4,-2,11
697 NFkB inh,-214,-1,13,15,7,-1,-9,19
UBC13 polyUb,-15,-1,-6,0,-6,7,4,-16

41: Cc1nn(Cc2ccc(Cl)c(Cl)c2)c(C)c1NC(=O)c1cc(CC(C)C)on1
42: c1ccc(Cc2nnc3sc(-c4cccnc4)nn23)cc1
43: O=S1(=O)CCOC[C@H](CC2CCCCC2)N1Cc1ccc(Cl)cc1
44: O=c1c2ccccc2n(Cc2ccccc2F)c(=O)n1Cc1ccccc1F
45: O=C(Nc1ccc(Cl)cc1)Nc1ccc2c(c1)OCO2
46: Cc1cc(=O)[nH]c(N/N=C/c2cc(C)n(-c3ccccc3)c2C)n1
47: COCCn1c(SCC(=O)Nc2cc(C)on2)nc2c(c1=O)SC(C)C2 (configuration not stated)
48: COc1ccc(C(=O)Nc2ccc3c(c2)nc2n3CCSC2)cc1
Assay by compound,41,42,43,44,45,46,47,48
Gli-Sufu antag,23,-4,-12,4,-87,-11,5,-61
SENP7 inh,10,4,-11,-7,32,13,-5,5
Jurkat NFkB inh,13,16,2,2,-151,-21,-1,-53
SENP8 block,-1,-1,-6,2,-18,36,1,-3
HKDC1 inhibitor,1,0,2,-4,-1,-1,-10,3
Apaf-1 inh,33,-17,18,2,5,2,-3,6
697 NFkB inh,-9,18,-31,25,-99,-79,-5,-25
UBC13 polyUb,23,9,7,6,2,-12,-7,10

49: Cc1nnc(SCc2cc(=O)oc3ccc4ccccc4c23)n1Cc1ccccc1
50: c1ccc(OCCN2CCN(C(c3ccccc3)c3ccccc3)CC2)cc1
51: COc1ccc(NC(=O)CNC(=O)CC23CC4CC(CC(C4)C2)C3)c(OC)c1
52: COc1ccc(NC(=O)CSCC(=O)NCCc2ccccn2)cc1
53: Cc1cc(C)n(C(=O)Cn2nc(C)c(Cl)c2C)n1
54: Cc1ccc(C(C)C)c(OCC(=O)NN=C2CCCC(=O)C2)c1
55: Cn1c(CO)cnc1S(=O)(=O)Cc1ccc([N+](=O)[O-])cc1
56: Cc1cccnc1CCNC(=O)CCc1nnc(-c2ccccc2)o1
Assay by compound,49,50,51,52,53,54,55,56
Gli-Sufu antag,5,23,-3,0,19,0,3,4
SENP7 inh,3,-14,-7,-12,6,2,2,0
Jurkat NFkB inh,-17,-4,13,4,-9,-11,-33,-5
SENP8 block,0,-9,-1,-8,-5,-12,-5,4
HKDC1 inhibitor,7,0,-2,-4,-9,6,-5,8
Apaf-1 inh,11,19,10,4,6,25,0,-13
697 NFkB inh,3,-18,20,2,-35,-8,3,5
UBC13 polyUb,-2,7,6,-2,-9,-8,-4,11

Some of the entries above, set out differently.
cpd | SMILES | Gli-Sufu antag | SENP7 inh | Jurkat NFkB inh | SENP8 block | HKDC1 inhibitor | Apaf-1 inh | 697 NFkB inh | UBC13 polyUb
16 | Cc1ccc(OCC(=O)NS(=O)(=O)c2ccc(Cl)cc2)cc1 | 0 | 1 | 13 | 4 | 7 | -3 | 15 | -11
17 | COC(=O)c1ccc(/C=N/NC(=O)c2ccc3nc[nH]c3c2)cc1 | 6 | -19 | 8 | -18 | -1 | 4 | 9 | -6

Other compounds follow:
57: O=C(NCC#CCOCc1ccccc1)c1ccccc1
58: O=C(O)Cc1sc(NCc2ccco2)nc1-c1ccccc1
59: CCOC(=O)C1CCCN(C(=O)COc2ccccc2F)C1 (configuration not stated)
60: COc1cc(C(=O)Nc2nc3ccccc3[nH]2)cc(OC)c1OC
61: CC(C)CCOP(=O)(c1ccc(N(C)C)cc1)C(O)c1ccc(C(C)C)cc1 (configuration not stated)
62: Cc1ccccc1NC(=O)Cc1nc(COC(=O)/C=C/c2ccccc2)cs1
63: N#Cc1c(NC(=O)COC(=O)c2ccc(O)cc2O)sc2c1CCC2
64: CCc1ccccc1NC(=O)COc1cccc(-n2cnnn2)c1
Assay by compound,57,58,59,60,61,62,63,64
Gli-Sufu antag,30,6,-1,1,4,-8,-2,-10
SENP7 inh,-15,-4,-2,4,10,5,-5,-4
Jurkat NFkB inh,3,-6,-3,-8,19,5,5,-9
SENP8 block,-6,-4,17,2,5,3,-2,-5
HKDC1 inhibitor,-3,-4,-8,-14,3,0,0,-8
Apaf-1 inh,3,-1,-14,-4,23,19,-20,5
697 NFkB inh,3,4,4,-6,11,14,20,-1
UBC13 polyUb,4,-4,4,10,6,2,-7,-5

Exported with values under each structure: entries from further up.
Values in the order: Gli-Sufu antag | SENP7 inh | Jurkat NFkB inh | SENP8 block | HKDC1 inhibitor | Apaf-1 inh | 697 NFkB inh | UBC13 polyUb
[23] O=C(N/N=C/c1coc2ccccc2c1=O)c1ccc(Cl)cc1
 : -3 | -3 | -8 | 1 | -3 | 5 | -54 | 7
[3] Cc1nnc(Nc2ccc(O)cc2)[nH]c1=O
 : -3 | 6 | 12 | 2 | -7 | -9 | 19 | -4
[25] CCOC(=O)c1c(C)[nH]c(C(=O)CSc2ccccc2)c1C
 : 8 | -2 | -202 | -19 | 3 | 17 | -330 | 4
[52] COc1ccc(NC(=O)CSCC(=O)NCCc2ccccn2)cc1
 : 0 | -12 | 4 | -8 | -4 | 4 | 2 | -2
